aDG glyco up – increases alpha dystroglycan glycosylation; Pro5-aDG cells, alpha-DG glycosylation AlphaScreen (IIH6); 0% Pro5, 100% B10-LARGE cell signal; activation, % at 10 µM; 360,000 compounds, 0.22% hits; AID 624168;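 active = activation of at least 8% versus controls, or a plate z-score of at least 8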;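 also: Pro5 are CHO cells carrying HIG-tagged alpha-DG that lacks glycosylation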
Granule exo inh – blocks lytic granule exocytosis; TALL-104 LAMP-1 surface exposure, flow cytometry; cells stimulated with thapsigargin and PMA; inhibition, % at 10 µM; 360,000 compounds, 0.66% hits; AID 651702;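 active = inhibition above about 55%, limit read from the data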
ABCB6 inh 2 – inhibitors of human ABC transporter ABCB6 | fluorescence ratio to DMSO, % at 10 µM | AID 602162 | 360,000 compounds, 0.19% hits | K562-ABCB6 porphyrin accumulation, flow cytometry, 1 h; hits give low values | Q9NP58;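 active = fluorescence ratio to DMSO below 75%, the collection mean minus 3 SD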;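 also: signal is porphyrin accumulated inside mitochondria; 100% equals median channel fluorescence of DMSO control wells; lower ratio means ABCB6 inhibition with less porphyrin fluorescence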
MC4R antag cAMP – antagonists of human melanocortin 4 receptor (MC4R); P32245; AID 540295; MC4R-expressing cells, MTII-stimulated cAMP, LANCE TR-FRET; inhibition, % at 6.5 µM; 360,000 compounds, 0.48% hits;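 active = inhibition above its plate's cutoff, the mean of tested wells on that plate plus 3 SD, cut at about 29% in these data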;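 also: 0% = Melanotan II alone and 100% = Melanotan II plus saturating MCL0020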
Target sequence (P32245 whole entry, looked up): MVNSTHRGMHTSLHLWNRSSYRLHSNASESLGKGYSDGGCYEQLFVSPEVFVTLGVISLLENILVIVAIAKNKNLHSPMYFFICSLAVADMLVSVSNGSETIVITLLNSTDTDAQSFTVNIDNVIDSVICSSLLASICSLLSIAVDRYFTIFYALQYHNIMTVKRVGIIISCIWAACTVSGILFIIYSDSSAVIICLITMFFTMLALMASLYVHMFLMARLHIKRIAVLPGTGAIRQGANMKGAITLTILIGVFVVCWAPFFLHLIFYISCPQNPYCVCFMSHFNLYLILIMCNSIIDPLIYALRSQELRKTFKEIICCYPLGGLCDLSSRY
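material = U2OS cells stably expressing human melanocortin 4 receptor (MC4R) | also added = Melanotan II challenge | dosing = single nominal compound dose of 6.5 µM | detection = TR-FRET with Eu-cAMP and labeled anti-cAMP, 671 nm | replication = singlicate | timing = compound 30 min, challenge 1 h, detection 1 h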
MC4R barr agon – agonists of human melanocortin 4 receptor (MC4R) beta-arrestin. U2OS MC4R beta-arrestin complementation, luminescence; percent of melanotan II response, DMSO zero. activation, % at 8.9 µM. 360,000 compounds, 0.98% hits. AID 540308;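 active = activation above a per-plate cutoff, the mean activation of sample wells on that plate plus 3 SD, cut at about 8% in these data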
hiPSC survival – enhancers of human iPSC single-cell survival; hiPSC single-cell survival, ATPlite luminescence; 100% = ROCK inhibitor wells, 0% = DMSO; survival enhancement, % at 20 µM; 360,000 compounds, 0.044% hits; AID 602274; in the data active = survival enhancement above about 18%;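 also: cells exposed to compounds for 16 hours before the ATP read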
ABHD5-PLIN5 inh – blocks binding of human ABHD5 to perilipin-5; Q00G26+Q8WTS1; Split G. princeps luciferase complementation, luminescence, 4 h; inhibition, % at 4 µM; 360,000 compounds, 0.78% hits; AID 602281;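 active = inhibition above the mean inhibition across every tested compound plus 3 SD, cut at about 22% in these data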;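 also: 0% = DMSO only wells and the 100% control is not disclosed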
H9c2 protect – protects H9c2 cardiomyocytes from peroxide injury; H2O2 injury protection, ATPLite, 2 h; protection from H2O2 cell death, % at 20 µM; 360,000 compounds, 0.63% hits;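 active = compounds giving at least 50% protection of heart cells from peroxide-induced death in the single-dose screen, raw or plate-pattern-corrected value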;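 also: 0% = DMSO wells with peroxide and 100% = DMSO wells without peroxide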
N-glyco inh – blocks N-linked glycosylation in D54 reporter cells; D54 ERlucT glycosylation luciferase reporter, 24 h; percent of 100 nM tunicamycin response; 360,000 compounds, 0.23% hits; AID 588692; reporter increase, % at 12.5 µM;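 active = mean luciferase reporter signal, scaled so untreated is 0 and the glycosylation-blocking control 100, at or above a set limit in every replicate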;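 also: luciferase carries N-glycosylation sites so blocking glycosylation raises the light; 0% = median of neutral control wells and 100% = median of 100 nM tunicamycin wells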
HTR2A ag – agonists of mouse serotonin 5-HT2A receptor (HTR2A); 360,000 compounds, 0.66% hits; AID 624169; activation, % at 7.6 µM; P35363; CHO-K1 mHTR2A beta-arrestin complementation, luminescence; percent of 30 µM serotonin response;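 active = activation above a run cutoff, the mean activation of all tested compounds plus 3 SD, cut at about 14% in these data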;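 also: 0% = plate median of compound wells and 100% = 30 µM serotonin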
Target sequence (P35363 whole entry, looked up): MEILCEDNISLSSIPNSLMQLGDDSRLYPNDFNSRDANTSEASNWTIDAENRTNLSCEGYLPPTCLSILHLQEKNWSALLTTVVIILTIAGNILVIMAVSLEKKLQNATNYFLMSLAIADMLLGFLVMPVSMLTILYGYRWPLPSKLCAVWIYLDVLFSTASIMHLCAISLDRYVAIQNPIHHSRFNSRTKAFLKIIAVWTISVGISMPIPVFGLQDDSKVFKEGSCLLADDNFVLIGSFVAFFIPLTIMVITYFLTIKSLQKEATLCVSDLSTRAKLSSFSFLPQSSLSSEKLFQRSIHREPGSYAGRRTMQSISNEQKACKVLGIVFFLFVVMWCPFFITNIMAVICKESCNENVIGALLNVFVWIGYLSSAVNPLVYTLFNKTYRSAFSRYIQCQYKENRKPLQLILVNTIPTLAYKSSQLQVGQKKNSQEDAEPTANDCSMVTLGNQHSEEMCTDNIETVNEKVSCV
* marks the source's active call; other numbers are inactive results; nt = no result given.

A first look:
SMILES	aDG glyco up	Granule exo inh	ABCB6 inh 2	MC4R antag cAMP	MC4R barr agon	hiPSC survival	ABHD5-PLIN5 inh	H9c2 protect	N-glyco inh	HTR2A ag
CCOC(=O)C(Cc1ccccc1)NC(=O)CCc1nnc2ccc(N3CCOCC3)nn12 (stereo not drawn)	0.0	-1	96	11	-0.5	-0.3	0	-2	0	8
COc1ccc(NC(=O)Cc2nc3ccccc3[nH]2)cc1	-0.2	1	98	0	2.6	6.7	-2	4	12	85*

All compounds of this part, previewed entries included:
SMILES	aDG glyco up	Granule exo inh	ABCB6 inh 2	MC4R antag cAMP	MC4R barr agon	hiPSC survival	ABHD5-PLIN5 inh	H9c2 protect	N-glyco inh	HTR2A ag
CCOC(=O)C(Cc1ccccc1)NC(=O)CCc1nnc2ccc(N3CCOCC3)nn12 (stereo not drawn)	0.0	-1	96	11	-0.5	-0.3	0	-2	0	8
COc1ccc(NC(=O)Cc2nc3ccccc3[nH]2)cc1	-0.2	1	98	0	2.6	6.7	-2	4	12	85*
CCCC(c1nnnn1Cc1ccc(OC)cc1)N1CCN(c2ccccc2OC)CC1 (stereo not drawn)	0.2	-3	100	9	-0.5	-0.5	0	-14	-3	0
COc1ccccc1CNC(=O)COC(=O)c1cccs1	0.2	3	101	11	0.2	0.1	-3	5	0	2
Cc1nc2ccccc2c2c1C(=O)N(Cc1cccnc1)C2=O	0.0	6	105	14	-1.1	-2.1	0	10	1	5
CN(CCOc1ccccc1)C(=O)c1cc(S(=O)(=O)N2CCOCC2)c(Cl)cc1Cl	-0.1	-3	101	19	-0.8	-2.8	5	4	-4	-10
O=C(COC(=O)/C=C/c1ccc(OC(F)F)cc1)NC(=O)NCc1ccccc1	-0.1	2	93	13	5.6	0.1	-12	-8	2	-5
CCN(CC)CCNC(=O)c1ccc(Sc2ccc(C)cc2)c(NC(C)=O)c1	-0.2	0	91	-2	-1.6	-0.3	-3	-7	0	-3
Cc1cccc(N2C(=O)N3[C@@H]4c5ccccc5OC[C@@H]4[C@@H](c4ccccc4)[C@]3(C)C2=O)c1	0.0	-5	97	12	2.4	-0.5	0	8	1	-8
CCCc1cc(C(=O)Nc2ccc(C(C)=O)cc2)no1	0.0	-4	98	0	0.7	0.0	-10	-2	-2	-4
O=c1cc(-c2ccccc2)cc(-c2ccccc2)n1CCCO	-0.1	0	99	4	-0.6	2.5	4	-1	0	3
COC1OC(CO)C(N=C(C)C)C1O (stereo not drawn)	-0.2	15	97	4	-0.8	2.4	-7	4	0	3
COc1ccc(NC(=O)CSc2nc(SC)ns2)c(OC)c1	0.1	-6	100	0	0.2	0.7	-5	-2	6	0
COc1ccc(Nc2c(CCc3ccccc3)nc3nc(C)cc(C)n23)cc1	0.3	6	103	nt	nt	0.3	8	nt	nt	7
CCCCNc1nnc(Cc2ccc(Cl)cc2)c(=O)[nH]1	0.0	-8	95	12	0.3	-0.5	8	-5	1	-3
O=C(Nc1ncc(Cc2cccc(C(F)(F)F)c2)s1)C1CCCO1 (stereo not drawn)	0.5	-13	102	12	-1.6	-0.3	1	-9	1	-4
CCCCc1ccc(NC(=O)Nc2cnccn2)cc1	-0.1	0	98	6	0.0	0.1	5	-12	9	0
CC(O)C(NS(=O)(=O)c1ccc(Cl)cc1)C(=O)OCC(=O)c1ccc2c(c1)NC(=O)CO2 (stereo not drawn)	-0.5	-12	98	11	-3.7	0.8	0	-4	1	6
CC1CCN(S(=O)(=O)c2ccc(C(=O)NNC(=O)C3CC3)cc2)CC1	-0.1	0	97	-1	4.1	-0.3	11	9	-3	1
[O-][n+]1ccc(C2CC2)cc1	-0.2	-2	93	1	0.0	0.1	4	3	0	8
CSc1nc(C)cc(SC(C(C)=O)C(=O)Nc2ccccc2)n1 (stereo not drawn)	0.2	0	98	3	-0.8	-1.8	7	-2	0	5
O=C(c1cccc(Oc2c(Cl)cccc2[N+](=O)[O-])c1)N1CCOCC1	0.2	5	102	6	-1.9	-0.4	2	-3	-1	-2
CCCC[C@@H]1C=C(C(=O)O)[C@H](c2ccc(C)cc2)N1S(=O)(=O)c1ccc(C)cc1	0.0	-3	105	5	-1.2	2.1	0	12	1	4
CCc1noc(C)c1C(=O)N(CC)c1nc2c(C)cccc2s1	0.4	-7	93	10	2.8	-0.3	-6	-8	-2	9
CCOc1ccc(NC(=O)C2CCCN(c3nn4c(=O)cc(C)nc4s3)C2)cc1 (stereo not drawn)	0.0	-1	99	13	-2.8	0.5	1	2	-1	1
CC[C@]12c3[nH]c4ccc(Cl)cc4c3CCN1C(=O)[C@@H](CC(=O)NCCCOC)C[C@@H]2C(=O)N1CCN(C(=O)c2ccco2)CC1	0.1	-11	102	4	-0.9	-0.1	6	4	1	7
CCOC(=O)C1=C(C)N(C)C(=O)NC1c1ccccc1OC (stereo not drawn)	-0.1	-4	100	5	-0.5	-0.6	-4	1	2	-2
Cn1c(=O)n(CCOc2ccccc2Cl)c2ccccc21	0.2	0	98	0	-0.9	2.0	1	2	-1	-6
COc1cc(OC)c2c(-c3cccc(-c4cccc(C)c4)c3)cc(=O)oc2c1	0.0	0	96	-12	-1.8	-2.5	-8	-14	2	-2
COc1ccccc1N(CC(=O)NC(C)(C)C)C(=O)Cn1nnc(-c2ccc(C)o2)n1	0.4	-3	102	-4	-1.1	-1.0	4	-1	-3	0
Cc1sc(NC(=O)C2C3CCC(O3)C2C(=O)O)c(C(=O)OC(C)C)c1-c1ccc(Cl)cc1 (stereo not drawn)	0.0	0	101	4	-0.5	-2.1	-10	0	0	-1
COc1ccccc1CNCC(=O)NCc1ccc(C)cc1	0.6	-2	100	1	-2.2	0.0	1	5	0	-16
COc1ccccc1NC(=O)c1c(C)nn(-c2ccccc2)c1Cl	-0.1	22	95	-4	1.1	-0.6	2	3	1	-5
Cc1cn([C@H]2C[C@H](O)[C@@H](CCC(=O)NCc3cccs3)O2)c(=O)[nH]c1=O	-0.2	2	99	nt	nt	1.1	9	-2	14	2
CC(C)(CC(=O)O)CC(=O)Nc1ccccc1Oc1ccccc1	-0.1	1	105	0	-0.2	0.0	-5	0	3	-2
O=C(NCCCN1CCCC1=O)c1cc(-c2cccnc2)nc2ccc(Cl)cc12	-0.1	0	102	16	-1.3	0.6	6	15	3	-2
CSc1nsc2nc(=O)c(/C=C3\C=Nc4ccccc43)c(N)n12	-0.3	-1	99	4	-2.7	1.5	-2	1	0	3
O=C(CN(Cc1ccco1)C(=O)CNS(=O)(=O)c1ccccc1)NCc1ccc(F)cc1	-0.2	2	98	-3	-0.4	5.4	9	17	2	0
Cc1cc(Cl)cc(Cl)c1OCCOc1cccc2cccnc12	0.2	-2	104	-5	2.5	5.2	-7	-17	-2	3
CC(C)c1ccccc1OCCCCCN1CCOCC1	0.1	12	97	15	-0.1	-0.6	0	-8	-1	-9
Cc1ccc(Nc2nc(N)nc(-c3oc4ccccc4c3C)n2)cc1	0.7	14	97	-29	2.1	-0.3	2	-4	22	1
OCCC1CN(Cc2cnc(N3CCCC3)s2)CCN1Cc1ccccc1 (stereo not drawn)	0.2	-3	98	-6	0.0	-0.5	0	4	1	-2
CCC1Nc2ncnc(N3CCCCC3)c2N(Cc2ccccc2)C1=O (stereo not drawn)	-0.2	0	97	15	-0.5	1.3	1	-2	2	-6
O=C(Nc1ccccn1)C1CCN(S(=O)(=O)c2ccc3c(c2)OCCCO3)CC1	-0.2	-7	99	0	-1.0	0.5	0	4	0	-3
CC1=C(C(N)=O)C(c2cccs2)n2ncnc2N1 (stereo not drawn)	0.0	1	101	1	-1.4	-0.6	0	4	1	3
Cc1nn(C)c(C)c1S(=O)(=O)N1CCCC(C(=O)NC2CCCCC2)C1 (stereo not drawn)	-0.3	0	89	8	-1.6	-0.3	0	-10	0	-4
Fc1ccc(N2CCN(Cc3cn[nH]c3-c3ccccc3)CC2)cc1	0.1	-7	99	3	2.7	-0.1	-6	-2	-2	-5
CS/C(=N\N(C)C(N)=O)c1ccccc1	-0.2	0	102	2	-1.5	-1.0	0	9	0	-2
CCOCCCN(C)C1CCN(C(=O)c2oc3ccccc3c2NC(=O)Cc2cccc([N+](=O)[O-])c2)CC1	0.3	4	90	1	-2.5	-0.2	3	4	-3	-12
CCC(C)N(C(=O)CSc1nc(-c2ccccc2)cs1)C1CCS(=O)(=O)C1 (stereo not drawn)	0.2	1	101	-2	-2.3	0.8	4	1	-6	1
CCN(CC(=O)NCc1cccs1)C(=O)CCOc1ccccc1	-0.2	-10	95	15	0.8	1.0	-4	-3	1	2
Cc1ccc(NC(=O)CN2CCC(NC(=O)c3ccccc3F)CC2)cc1C	-0.1	-11	104	-5	-0.1	-0.8	-6	-1	-2	0
CCNC(=S)Nc1ccc2c(c1)oc1ccccc12	0.2	59*	95	-7	-0.1	-0.3	-6	-5	-1	5
COc1cccc(C(=O)N(c2ccc(OC)cc2OC)C2C=CS(=O)(=O)C2)c1 (stereo not drawn)	-0.1	-5	103	4	1.0	-1.1	0	3	0	3
O=C(C1CCCN(Cc2cccc(F)c2)C1)N1CCCCC1 (stereo not drawn)	0.6	1	96	-5	-1.5	-1.7	4	-2	-3	0
C=CCNc1nnc(SCC(=O)Nc2ccccc2OC)c2ccccc12	-0.1	36	101	-10	1.7	-0.3	-3	2	-2	-3
CCOC(=O)C(NC(=O)c1ccc(OC)cc1)(N1CCOCC1)C(F)(F)F (stereo not drawn)	-0.4	-3	102	4	-3.2	0.2	1	0	6	-1
O=C(Nc1cccc(S(=O)(=O)N2CCCCCC2)c1)c1ccc(=O)[nH]c1	-0.3	2	93	2	2.2	0.1	2	-2	1	2
COc1ccc(CC(=O)Nc2nnc(C)s2)cc1	0.1	2	92	6	-0.5	-0.8	4	3	3	5
C=CCN(c1ccccc1)S(=O)(=O)c1ccc2c(c1)oc(=O)n2C	0.4	2	98	24	0.4	1.4	1	-4	-1	-1

Further records follow.
SMILES	aDG glyco up	Granule exo inh	ABCB6 inh 2	MC4R antag cAMP	MC4R barr agon	hiPSC survival	ABHD5-PLIN5 inh	H9c2 protect	N-glyco inh	HTR2A ag
CN(C)C(=O)Cn1cc(S(=O)(=O)Cc2ccccc2)c2ccccc21	-0.2	0	95	4	-3.5	-0.1	4	1	-1	-6
CC1=NN(c2cccc(F)c2)C(=O)/C1=C/c1ccc(N(C)C)cc1	-0.1	-7	95	-5	0.9	0.3	-2	-4	-3	4
CCN(CC)CCSc1nc(O)c(Cc2ccccc2)c(=O)n1-c1ccccc1	0.0	2	99	0	0.5	-0.9	-4	5	0	-3
COC(=O)c1ccc(CSc2nnc(NC(=O)c3cc4c(s3)CCCC4)s2)cc1	0.1	-1	101	7	18*	-0.8	8	2	1	0
CCCCC[C@@H](C)N1C[C@H](COCc2ccccc2)Oc2cc(N3CCC[C@H]3C(N)=O)ccc2S1(=O)=O	0.0	-4	93	nt	nt	1.2	-3	nt	nt	-1
CSCc1cc(N2CCOCC2)nc(-c2ccccc2)n1	0.3	-3	100	12	-1.9	-0.8	3	-2	1	1
CS(=O)(=O)c1ccc(NS(=O)(=O)c2ccc3ccccc3c2)cc1	0.0	-3	107	8	-0.9	-0.4	-10	4	1	-3
